Gli-Sufu block: antagonists of Gli-Sufu signaling. Sufu-KO-LIGHT fibroblasts, Gli luciferase reporter luminescence. inhibition, % at 5 µM. actives 0.74% (n = 340,000). AID 588413;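 active = inhibition above about 55%, limit read from the data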;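 also: 0% = DMSO-treated cells and 100% = wells with medium but no cells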
Apaf1 inhib: human Apaf-1 inhibition | O14727 | reconstituted apoptosome caspase-3 activity, DEVD-Rh110 fluorescence | inhibition, % at 20 µM | actives 0.71% (n = 330,000) | AID 489030; active = inhibition of at least 40% at 20 µM;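 also: plate controls were DMSO wells for no effect and DEVD-CHO caspase inhibitor wells for full effect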
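Material: reconstituted apoptosome with Apaf-1, cytochrome c, caspase-9, procaspase-3, dATP; medium: pH 7.5 Hepes buffer with CHAPS, BSA, DTT; also added: cytochrome c and DEVD-Rh110 substrate; timing: 30 min plus 50 min, RT; signal: Rh110 fluorescence intensity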
CCR6 antag: antagonists of human CCR6 receptor; CHO-K1 CCR6 PathHunter beta-arrestin, luminescence, CCL20-stimulated; inhibition, % at 20 µM; actives 0.49% (n = 340,000);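 active = compounds whose inhibition of the agonist-driven luminescence signal at 20 µM reaches about 50%, limit read from the data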;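 also: cells stimulated with CCL20 at 14 nM final; plate controls were DMSO with CCL20 for no effect and DMSO without agonist for full effect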
Target sequence (P51684 whole entry, looked up): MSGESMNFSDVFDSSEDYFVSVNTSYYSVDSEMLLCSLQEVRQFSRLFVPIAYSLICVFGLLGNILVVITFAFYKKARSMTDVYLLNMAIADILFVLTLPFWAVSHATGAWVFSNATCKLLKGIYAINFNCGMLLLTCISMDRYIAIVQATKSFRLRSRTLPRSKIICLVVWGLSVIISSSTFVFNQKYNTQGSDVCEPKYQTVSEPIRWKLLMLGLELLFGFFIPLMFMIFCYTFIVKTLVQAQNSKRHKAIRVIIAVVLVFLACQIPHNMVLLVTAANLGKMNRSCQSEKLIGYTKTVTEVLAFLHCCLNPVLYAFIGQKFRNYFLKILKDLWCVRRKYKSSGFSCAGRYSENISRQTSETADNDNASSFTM
697 NFkB inh: inhibitors of the PMA/ionomycin-induced NF-kB reporter in 697 B cells | 697 B-cell NF-kB luciferase reporter, 16 h | inhibition, % at 4 µM | actives 0.33% (n = 330,000) | AID 435022; in the data active = inhibition above about 35%
EBI2 block: blocks human EBI2 receptor beta-arrestin signaling. inhibition, % at 5 µM. actives 0.81% (n = 360,000). EBI2 beta-arrestin recruitment, luminescence, 7a,25-OHC stimulated. P32249; in the data active = inhibition above about 38%;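 also: enzyme fragment complementation signal reports receptor beta-arrestin coupling in cells; 0% = agonist plus DMSO wells and 100% = wells without agonist; some results beyond the cut were filed as inactive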
Target sequence (P32249 whole entry, looked up, the tested form may be a part): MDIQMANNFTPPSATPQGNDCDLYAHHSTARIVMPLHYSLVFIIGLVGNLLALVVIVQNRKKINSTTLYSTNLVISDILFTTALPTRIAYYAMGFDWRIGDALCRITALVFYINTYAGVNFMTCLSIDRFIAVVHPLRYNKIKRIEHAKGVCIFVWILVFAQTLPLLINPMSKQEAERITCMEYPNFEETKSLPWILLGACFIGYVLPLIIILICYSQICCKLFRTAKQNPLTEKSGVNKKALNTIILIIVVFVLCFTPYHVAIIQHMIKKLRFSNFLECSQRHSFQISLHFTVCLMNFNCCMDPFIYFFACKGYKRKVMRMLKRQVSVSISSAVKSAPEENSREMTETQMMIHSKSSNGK
Jurkat NFkB inh: inhibitors of the PMA/ionomycin-induced NF-kB reporter in Jurkat cells; PMA/ionomycin-induced NF-kB luciferase reporter, luminescence; inhibition, % at 4 µM; actives 0.53% (n = 330,000)
SENP8 inh: blocks the human protease SENP8 | purified SENP8, Z-RLRGG-aminoluciferin cleavage, luminescence | inhibition, % at 10 µM | actives 1.2% (n = 330,000)
Target sequence (Q96LD8 whole entry, looked up): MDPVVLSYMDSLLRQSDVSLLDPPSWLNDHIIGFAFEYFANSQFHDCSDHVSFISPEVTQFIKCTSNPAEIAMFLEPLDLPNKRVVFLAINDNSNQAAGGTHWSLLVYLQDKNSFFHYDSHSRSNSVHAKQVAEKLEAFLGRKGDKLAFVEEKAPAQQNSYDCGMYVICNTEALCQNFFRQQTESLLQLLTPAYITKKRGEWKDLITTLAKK
UBC13 inh: blocks human UBC13 polyubiquitin chain formation. TR-FRET. inhibition, % at 20 µM. P61088. actives 0.47% (n = 330,000); in the data active = inhibition above about 45%, passing the limit was not always enough
An asterisk follows results filed as active; nt = not tested or not shown. Rule as the data show it, unless noted: active = inhibition above about 50%; inactive = the rest. Not all compounds are listed; the hit share may differ from the screen's.

SMILES	Gli-Sufu block	Apaf1 inhib	CCR6 antag	697 NFkB inh	EBI2 block	Jurkat NFkB inh	SENP8 inh	UBC13 inh
COc1ccc(NC(=O)C2CCCN2C(=O)OCc2ccccc2)c(OC)c1 (stereo unspecified)	8	-1	15	36*	-6	-12	-1	2
COc1cccc(-c2cc3nc4c(c(N5CCC6(CC5)OCCO6)n3n2)CCCC4)c1	6	26	11	-53	2	-21	-2	5
Cc1cc(N)n2nc(C(F)(F)F)nc2n1	28	-4	-5	-3	-12	-9	-1	-9
COc1ccc(OC)c(S(=O)(=O)n2ccnc2C)c1	0	1	0	1	-6	8	6	0
CC(=O)c1ccc(OCCCC(=O)Nc2cccc(S(=O)(=O)N3CCCCCC3)c2)cc1	-12	10	13	-15	11	8	-8	2
O=C(CCC(=O)Nc1nnc(C2CCCCC2)s1)NCC1CCCO1 (stereo unspecified)	1	2	0	-33	-2	4	-7	-3
Cc1ccc(N/C=C(\[N+](=O)[O-])S(=O)(=O)c2ccccc2)cc1	-9	5	12	-4	8	-5	7	-21
COc1ccc(-c2nc(-c3ccccn3)no2)cc1	69*	-13	0	48*	-23	77*	97*	-2
COc1cc(OC)c(NC(=O)CC(C)=O)cc1Cl	-7	-3	4	10	-1	-3	3	1
CCCC(O)(CCC)C(=O)NN(C(=O)CCl)c1ccccc1	2	-18	17	-3	11	2	3	6
O=C(O)CN1C(=O)/C(=C\c2cccc(OC(=O)c3ccco3)c2)SC1=S	25	9	16	-3	-4	-14	-16	-5
CCOc1ccccc1NC(=O)Cn1c(=O)c2ccccc2n(CC)c1=O	6	-20	-6	11	-10	7	3	6
CCOc1ccc2nc(NC(=O)Cn3cnc4c3c(=O)n(C)c(=O)n4C)sc2c1	-9	-16	9	4	-1	-2	4	20
Cc1ccccc1NC(=S)N1CCN(Cc2ccccc2)CC1	29	-10	1	-4	-11	6	0	6
CCOc1cccc(C2/C(=C(/O)c3ccc4c(c3)CC(C)O4)C(=O)C(=O)N2Cc2cccnc2)c1 (stereo unspecified)	-10	-5	-7	17	-10	11	-1	-10
Cc1ccc(-n2c(C)cc(C(=O)CN3CCCCC3)c2C)cc1	20	-5	7	-5	-1	-34	-1	4
CCCc1nn(C)c(C(=O)Nc2cccc(Cl)c2)c1Cl	14	-2	15	-35	13	-3	-1	7
CC(C)[C@H](NC(=O)c1ccccc1)C(=O)NC1CCCCCCC1	5	9	10	-4	6	-12	-20	-3
Cc1ccc(C(=O)Nc2nc3n(n2)C(c2ccccc2)CC(=O)N3)cc1 (stereo unspecified)	0	-7	11	6	-6	-6	-4	3
O=C(c1cc(-c2ccncc2)nc2ccccc12)N1CCOCC1	-5	5	4	12	-3	4	-12	-7
Cc1ccc(OCC(=O)NNC(=O)Cc2ccc(S(=O)(=O)N3CCOCC3)s2)cc1	-10	14	4	-12	9	-26	-13	-10
CCCCN(Cc1cc2cccc(C)c2[nH]c1=O)S(C)(=O)=O	-1	-4	-5	23	-1	6	-8	0
O=C(NCc1ccc2c(c1)OCO2)Nc1cccc(Cl)c1	-21	-45	9	-34	-9	-34	7	2
COc1ccccc1CCn1cc(C#N)c(=O)[nH]c1=O	-3	-18	-3	10	-6	5	-2	1
CCOc1cccc(CN2CCC(n3nccc3NC(=O)CCCc3ccccc3)CC2)c1	31	21	10	-18	8	12	-12	0
Remaining list, next part.
SMILES	Gli-Sufu block	Apaf1 inhib	CCR6 antag	697 NFkB inh	EBI2 block	Jurkat NFkB inh	SENP8 inh	UBC13 inh
C=C(Br)CN1CCN(CC(=C)Br)CC1	-32	5	13	13	6	-2	0	5
Cc1ccc(-n2ncc3c(=O)[nH]c(SCC(=O)N4CCCCC4)nc32)cc1	12	7	10	-12	-8	7	4	-9
CC(C)OC(=O)Cn1c(-c2ccccc2)c(-c2ccccc2)nnc1=O	9	0	-8	-4	8	-10	-10	3
CCN1C(=O)C(O)(CC(=O)C(C)(C)C)c2cc(Br)ccc21 (stereo unspecified)	9	5	8	-9	-3	10	-8	-2
O=C(OCC(=O)N1CCOCC1)c1cc(S(=O)(=O)N2CCOCC2)c(Cl)cc1Cl	1	-12	0	23	-6	11	-7	6
C=CCN(C(=O)CN1CCCCC1)c1nc(-c2ccccc2)cs1	20	6	18	-27	15	-15	8	8
COC(=O)C1(C)NC(c2ccc(O)cc2)C2C(=O)N(c3ccc4c(c3)OCCO4)C(=O)C21 (stereo unspecified)	-2	-5	-13	11	-2	4	3	-1
O=C(CCN1CCc2ccccc2C1)Nc1ccc(F)c(F)c1	6	-11	9	18	1	6	-11	-3
CCc1nc(-c2ccc(C)nc2OC)no1	-8	-5	2	9	-12	2	-3	-4
Cc1ccc(C(C)(C)C)c(OCCCn2ccnc2)c1	6	8	10	-10	3	-3	-5	10
COc1ccc(CC(=O)Nc2cccc(-c3ccc4nnc(C)n4n3)c2)cc1	14	-4	-7	35	0	20	-7	12
Cc1cc([N+](=O)[O-])cc(/C=N\NC(=O)C2COc3ccccc3O2)c1O (stereo unspecified)	-7	-5	20	14	5	8	22	-73
Cn1c2ccccc2c2cnn(CC(=O)N3CCCCC3)c(=O)c21	0	-16	10	4	6	-10	1	7
N#CC1CCCc2c1[nH]c1ccc([N+](=O)[O-])cc21 (stereo unspecified)	-2	-1	11	7	-11	11	8	-1
O=C(OCC1OC(n2cnc3c(N(C(=O)c4ccccc4)C(=O)c4ccccc4)ncnc32)C(O)C1F)c1ccccc1 (stereo unspecified)	0	19	8	-19	9	-11	-2	4
COc1ccc(NC(=O)N2CCCC(C(=O)NCc3ccccc3F)C2)cc1 (stereo unspecified)	26	2	4	-11	37	4	-10	-10
O=C(COC(=O)c1cccc(S(=O)(=O)NCc2ccccc2)c1)Nc1ccccc1OC(F)F	-3	4	-3	10	1	5	3	3
Cc1n[nH]c(C)c1S(=O)(=O)N1CCc2ccccc21	2	6	15	17	-7	-12	3	6
Cc1cccc(/C(N)=N/OC(=O)Cc2cccs2)c1	-87	10	-2	-32	3	-76	-7	-15
COC(=O)C(CC(C)C)NC(=O)C(N)Cc1ccccc1 (stereo unspecified)	3	2	-2	14	-12	10	0	10
Cc1ccc(C(=O)OC(C)C(=O)NCc2ccc3c(c2)OCO3)cc1S(=O)(=O)N1CCOCC1 (stereo unspecified)	4	9	-2	-14	-1	16	0	-8
CCOC(=O)N1CCN(Cc2nc3ccc([N+](=O)[O-])cc3c(=O)n2-c2ccc(OC)cc2OC)CC1	9	8	-2	-28	-6	-7	4	-15
CCOC(=O)c1c(C)[nH]c(C)c1S(=O)(=O)N(C)CC(=O)Nc1ccccc1OC	-10	-4	7	-3	-5	2	-8	0
Cc1ccc(NC(=O)C2CCN(S(=O)(=O)c3cccnc3)CC2)cc1C	0	10	-4	3	-1	-2	2	4
C=CCN1C(=O)CSC1=Nc1ccc(NC(C)=O)cc1	4	-4	18	-3	1	0	-4	1

The closing 3 records of the part before come first, to join the parts.
SMILES	Gli-Sufu block	Apaf1 inhib	CCR6 antag	697 NFkB inh	EBI2 block	Jurkat NFkB inh	SENP8 inh	UBC13 inh
CCOC(=O)c1c(C)[nH]c(C)c1S(=O)(=O)N(C)CC(=O)Nc1ccccc1OC	-10	-4	7	-3	-5	2	-8	0
Cc1ccc(NC(=O)C2CCN(S(=O)(=O)c3cccnc3)CC2)cc1C	0	10	-4	3	-1	-2	2	4
C=CCN1C(=O)CSC1=Nc1ccc(NC(C)=O)cc1	4	-4	18	-3	1	0	-4	1
O=S(=O)(NCCN1CCOCC1)c1ccc(F)c(Cl)c1	-11	4	7	-9	4	-3	-12	4
O=C(Cn1c(O)c(/C=C2\C=Nc3ccccc32)sc1=O)N1CCOCC1	-14	6	-8	-6	-25	-16	-5	-7
CCOC(=O)c1c(C)c(C(=O)O)n(C)c1C	6	-7	-15	19	-12	7	1	5
COC(=O)C1C(=O)NCC1c1ccc(C)cc1 (stereo unspecified)	-4	-4	-1	6	0	0	-5	-10
O=C(Nc1ccccc1NS(=O)(=O)c1ccc(F)cc1)C1CCCC1	nt	-1	-4	13	-10	1	10	-2
Cc1cccc(NC(=O)C2CC2c2ccccc2)c1C (stereo unspecified)	27	8	2	10	-14	-15	-2	0
CCOC(=O)c1ccc(CSc2ncn[nH]2)o1	-23	-8	8	10	-12	0	4	3
CC1CCN(C(=O)C(C)OC(=O)CSc2ccc([N+](=O)[O-])cc2)CC1 (stereo unspecified)	2	-3	-2	3	-5	5	-8	-23
O=C(CCc1nc2ccccc2c(=O)[nH]1)OCc1ccc(Cl)cc1Cl	-4	6	-3	19	-6	11	1	10
CC(C)CNC(=O)COC(=O)c1cc(Cl)cc(Cl)c1N	2	6	13	-9	-3	-1	3	8
Cn1c(SCC(=O)NCC2CCCO2)nnc1-c1ccc(Cl)cc1 (stereo unspecified)	-5	-3	9	16	-4	-9	0	10
CC(=O)c1cccc(NC(=O)CCc2nnc3ccc(NCc4ccc5c(c4)OCO5)nn23)c1	2	-7	3	16	5	-4	6	14
COc1ccc(S(=O)(=O)N(CC(=O)N/N=C/c2ccccc2C(=O)O)c2ccccc2OC)cc1	8	-12	5	14	0	5	-3	-4
COc1ccc(C(C)=O)cc1COC(=O)c1cccnc1SC	-9	10	13	3	1	-8	-2	-14
O=[N+]([O-])c1ccc(Cl)cc1NCCCN1CCOCC1	4	-12	10	-5	-7	5	-5	-42
CCCC(=O)Nc1ccc(NC(=O)Cc2ccccc2)cn1	-10	-5	-2	-3	-3	3	5	4
Cc1cc2c(OCC(O)CN3CCCC3)cccc2[nH]1 (stereo unspecified)	11	-4	13	10	3	-2	-4	-1
CCOc1cccc(C(=O)Nc2cccc(-c3nnc(-c4ccccc4)o3)c2)c1	-5	0	0	-26	-4	12	-2	-1
Cc1c(C#N)c2ccccc2n1CC(=O)N1CCCC1	3	-1	-4	3	3	9	-4	2
Cc1c(O)c(C)c2c(c1O)C(=O)C[C@@H](c1ccccc1)O2	-7	3	14	14	-4	-5	6	2
COc1ccc2[nH]c(C(=O)N3CCCN(Cc4ccc(F)cc4)CC3)cc2c1	0	-5	8	1	26	-7	-3	12
Cn1c(CNC(=O)OC(C)(C)C)n[nH]c1=S	27	-14	-11	-9	4	2	-4	-7
COc1cccc(-c2c(-c3cc(OC)cc(OC)c3)n(C)c3ccc(-c4cnc(OC)nc4)cc23)c1	15	5	6	12	24	-15	-7	18
CC1C(Br)C(=O)NC(=O)N1Cc1ccccc1 (stereo unspecified)	-2	7	11	8	-14	-8	-2	-8
CC1(C)OC(=O)N(c2ccccc2)C12C=Cc1c(ccc3ccccc13)O2 (stereo unspecified)	7	20	24	-2	3	4	-4	-10

Molecules above that have an aryl thioether with sulfur outside any ring, in the order listed:
SMILES	Gli-Sufu block	Apaf1 inhib	CCR6 antag	697 NFkB inh	EBI2 block	Jurkat NFkB inh	SENP8 inh	UBC13 inh
Cc1ccc(-n2ncc3c(=O)[nH]c(SCC(=O)N4CCCCC4)nc32)cc1	12	7	10	-12	-8	7	4	-9
CCOC(=O)c1ccc(CSc2ncn[nH]2)o1	-23	-8	8	10	-12	0	4	3
CC1CCN(C(=O)C(C)OC(=O)CSc2ccc([N+](=O)[O-])cc2)CC1 (stereo unspecified)	2	-3	-2	3	-5	5	-8	-23
Cn1c(SCC(=O)NCC2CCCO2)nnc1-c1ccc(Cl)cc1 (stereo unspecified)	-5	-3	9	16	-4	-9	0	10
COc1ccc(C(C)=O)cc1COC(=O)c1cccnc1SC	-9	10	13	3	1	-8	-2	-14

Next structures
SMILES	Gli-Sufu block	Apaf1 inhib	CCR6 antag	697 NFkB inh	EBI2 block	Jurkat NFkB inh	SENP8 inh	UBC13 inh
O=C1CCN(S(=O)(=O)c2ccccc2)CCN1CCOCc1ccc(F)cc1	-17	-7	6	-9	2	-31	2	5
NC(=O)c1ccc(-c2nnn(CC(=O)Nc3cccc(S(=O)(=O)N4CCCC4)c3)n2)cc1	-24	-10	22	-5	-1	5	0	4
COc1ccc(CCNC(=O)CSc2nnc(CNC(=O)c3c(F)cccc3Cl)o2)cc1OC	3	-12	6	-16	-5	14	-7	1
Cc1ccc(N(CN2C(=O)NC(C)(C)C2=O)CN2C(=O)NC(C)(C)C2=O)cc1	-9	-1	-10	-3	-9	-11	3	2
O=C(CSc1ccc2nnc(CCNC(=O)c3ccc(F)cc3)n2n1)NCc1ccco1	-7	-7	9	-15	-6	2	-5	-5
CC1CCc2nn(CC(=O)Nc3ccc(F)cc3F)cc2C1 (stereo unspecified)	-8	-6	-2	4	-6	1	2	7

Source: PubChem (Sanford-Burnham Center for Chemical Genomics)
